M. tuberculosis – growth inhibition of non-replicating M. tuberculosis (AID 488890) | inhibition, % at 25 µM; hits with a dose series show IC50 in µM | actives 0.39% (n = 320,000) | Mycobacterium tuberculosis non-replicating, growth inhibition; higher % means a stronger effect; in the data active = a potency from the dose series; inconclusive = inhibition mostly from about 82% at the one dose, without a potency; inactive = the rest, 99 in 100 with inhibition below about 76%;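 also: plate controls were DMSO cells for no effect and high antibiotic wells for full effect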
VEEV TC-83 Vero – inhibitors of VEEV TC-83 cytopathic effect, confirmation, Vero cells (AID 588727); Vero cells, VEEV TC-83 cytopathic effect inhibition; higher % means a stronger effect; inhibition, % at 20 µM; hits with a dose series show IC50 in µM; actives 0.13% (n = 350,000); in the data active = a potency from the dose series; inconclusive = inhibition mostly from about 14% at the one dose, without a potency; inactive = the rest, 99 in 100 with inhibition below about 12%; also: strong numbers were not always called active
H37Rv inhibition – M. tuberculosis growth inhibition, HTS (AID 449762) | M. tuberculosis H37Rv growth inhibition, 7H9 media; higher % means a stronger effect | inhibition, % at 25 µM, or IC50 in µM where a hit was titrated | actives 0.59% (n = 330,000); in the data active = a potency from the dose series; inconclusive = inhibition above about 70% without an active follow-up result;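 also: bacterial growth assessed after seven days of incubation; strong numbers were not always called active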
Salmonella PhoP GFP – PhoP regulon inhibitors, Salmonella typhi PhoP promoter GFP reporter, confirmatory (AID 1850); Salmonella Typhi PhoP-promoter GFP reporter, fluorescence, 4 h; higher % means a stronger effect; inhibition, % at 50 µM; hits with a dose series show IC50 in µM; actives 0.33% (n = 310,000); in the data active = a potency from the dose series; inconclusive = inhibition mostly from about 25% at the one dose, without a potency; inactive = the rest, 99 in 100 with inhibition below about 19%;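 also: 0% = induced wells with vehicle and 100% = uninduced wells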
influenza NS1A – NS1A inhibition, H1N1 influenza, cell based functional assay (AID 504329); one-dose inhibition, % at 12.5 µM; IC50 in µM for titrated hits; NS1A functional cell-based assay, percent inhibition; higher % means a stronger effect; actives 0.3% (n = 340,000); in the data active = a potency from the dose series; inconclusive = inhibition above about 27% without an active follow-up result; also: strong numbers were not always called active
An asterisk follows results filed as active; i = inactive; ? = inconclusive; . = not tested or not shown.

nr	Structure	Salmonella PhoP GFP	H37Rv inhibition	VEEV TC-83 Vero
1	CCOC(=O)C1(Cc2cccc(OC)c2)CCN(Cc2cnc(N)nc2)CC1	4%	-5%	1.4%
2	CC1C(C#N)=C(N)OC2=C1C(=O)CC(c1ccccc1)C2 (stereo not given)	10%	10%	3.1%
3	O=C(COc1ccccc1O)NNc1ccccc1	-6%	?	0.5%
4	Cc1cccc(NC(=O)c2sc(NC(=O)COc3ccccc3)c(C#N)c2C)c1C	14%	-2%	1.7%
5	COC(=O)c1ccc(C(c2c(C)n(C)n(-c3ccccc3)c2=O)c2c(C)n(C)n(-c3ccccc3)c2=O)cc1	1%	0%	i
6	CCCCCCNC(=O)Cc1c(O)c2ccccc2[nH]c1=O	-23%	4%	0.9%
7	O=C(Nc1cc(Cl)ccc1F)C1=COCCO1	8%	14%	2.1%
8	CC(C)(CN1CCc2ccccc2C1)NS(=O)(=O)c1ccccc1	22%	2%	i
9	Cc1nn(CC(=O)NCCc2ccccc2)c(=O)c2cc3occc3n12	0%	2%	i
10	CC1CCCN(CCCNC(=O)CN2C(=O)COc3ccc(S(=O)(=O)N4CCOCC4)cc32)C1 (stereo not given)	-3%	0%	0.8%
11	CS(=O)(=O)c1sc2nc(-c3cccs3)cc(-c3ccccc3)c2c1N	1%	0%	8.7%
12	O=C(NCCCN1CCCC1=O)[C@H](CSCc1ccccc1)N1Cc2ccccc2C1=O	5%	-8%	i

nr	influenza NS1A	M. tuberculosis
1	.	-19%
2	-4%	17%
3	7%	-3%
4	-10%	-8%
5	-12%	-5%
6	-2%	71%
7	-4%	8%
8	8%	-3%
9	-2%	-12%
10	6%	-3%
11	-9%	19%
12	-6%	-6%

(continued)
nr	Structure	Salmonella PhoP GFP	H37Rv inhibition	VEEV TC-83 Vero
13	O=C(O)c1ccccc1CSc1nc2ccccc2s1	7%	10%	2.1%
14	CCc1ccc(N2CC(C(=O)Nc3ccc4c(c3)OCCO4)CC2=O)cc1 (stereo not given)	4%	-3%	1.4%
15	COc1cc(N)c(Cl)cc1C(=O)OCC(=O)NCC1CCCO1 (stereo not given)	.	9%	3.5%
16	CC(C)(C)c1csc(N(CCC#N)CCC#N)n1	-6%	-2%	i
17	COc1ccc(-c2cc(C(F)(F)F)n3ncc(C(=O)N4CCc5ccccc5C4)c3n2)cc1	4%	8%	8.9%
18	CCC(C)NC(=O)CC1Oc2ccc(Cl)cc2NC1=O (stereo not given)	-12%	-6%	0.5%
19	COc1ccc(/C(C)=N/NC(=O)CNC(=O)/C=C\c2ccco2)cc1	-9%	1%	i
20	Cc1cccc(NC(=O)c2nc[nH]c2C(=O)NCCCCCCNC(=O)c2[nH]cnc2C(=O)Nc2cccc(C)c2)c1	.	8%	2.8%
21	CCN1CCN(C(=O)N2CCOCC2)CC1	-5%	1%	0.2%
22	COc1ccc(OC)c(CCNC(=O)c2ccc3c(=O)[nH]c4c(C(=O)NC(C)C)sc(=S)n4c3c2)c1	-15%	?	12%
23	NC(=O)C(c1ccc(Sc2ccccc2)nn1)c1ccc(Cl)cc1Cl (stereo not given)	-7%	0%	1.7%
24	CC(=O)c1cccc(NC(=O)CNC(=O)Cc2ccccc2)c1	4%	-9%	2.8%

nr	influenza NS1A	M. tuberculosis
13	-38%	20%
14	6%	5%
15	3%	4%
16	-6%	-2%
17	-7%	42%
18	10%	45%
19	4%	0%
20	-3%	-18%
21	11%	-3%
22	7%	69%
23	-4%	33%
24	-3%	-9%

(more compounds)
nr	Structure	Salmonella PhoP GFP	H37Rv inhibition	VEEV TC-83 Vero
25	O=c1ccc2ccc(O[C@@H]3O[C@H](CO)[C@@H](O)[C@H](O)[C@H]3O)c(O)c2o1	.	-7%	i
26	COc1ccccc1C(=O)NC(CCSC)C(=O)NNC(=O)c1csc(N2CCOCC2)n1 (stereo not given)	-8%	-17%	2.2%
27	CCN(CC)CC(C)(C)C(=O)/C=C/c1ccc(/C=C/C(=O)C(C)(C)CN(CC)CC)cc1	.	.	i
28	CCCN(CCC)CC(=O)NCC1(c2ccccc2)CCOCC1	6%	-3%	0.2%
29	Cc1ccc(C(=O)N/C(=C/c2ccco2)C(=O)N2CCOCC2)cc1	4%	1%	1.1%
30	CC(Cc1ccccc1)N/C=C1\CC(=O)NC1=O (stereo not given)	3%	-3%	1.5%
31	O=C(CN1CCCCC1)Nc1ccc(C(F)(F)F)cc1Cl	-5%	3%	3.5%
32	COCCn1c(=O)[nH]c2cc(C(=O)Nc3cccc(C(C)=O)c3)ccc2c1=O	13%	-4%	2.7%
33	Cc1ccc2c(c1)C1CN(C)CCC1N2C(=O)/C(C#N)=C/c1ccc2c(c1)OCO2 (stereo not given)	10%	0%	1.9%
34	COc1ccc(C(=O)N(c2ccccc2)C2C=CS(=O)(=O)C2)cc1 (stereo not given)	4%	0%	i
35	Cc1cnc(NC(=O)C2(c3ccccc3)CC2)s1	4%	9%	1.8%
36	CC1(C)OC(=O)N(CCc2ccccc2)C1(C)O (stereo not given)	-3%	-4%	2.9%

nr	influenza NS1A	M. tuberculosis
25	0%	9%
26	-8%	-16%
27	-3%	.
28	-9%	-12%
29	11%	-17%
30	-4%	-5%
31	-1%	-9%
32	-2%	9%
33	6%	0%
34	-1%	-11%
35	3%	7%
36	0%	3%

(list continues)
nr	Structure	Salmonella PhoP GFP	H37Rv inhibition	VEEV TC-83 Vero
37	CCCCCCSC1=C(C#N)C(=O)NC2(CCCCC2)S1	-4%	2%	3.1%
38	COc1ccccc1NS(=O)(=O)c1cccc(C(=O)N2CCCCCC2)c1	.	.	1.2%
39	O=S(=O)(c1ccccc1)N1CCN(Cc2ccccc2)c2ccccc21	.	.	3.0%
40	Cc1ccc(NC(=S)c2nc3ccccc3s2)cc1	10%	3%	7.6%
41	Cc1ccc(CCP(=O)(O)CN2CCOCC2)cn1	1%	0%	0.1%
42	COC(=O)C1(C(F)(F)F)N=C2Sc3ccccc3N2C(N2CCOCC2)=N1 (stereo not given)	1%	5%	0.1%
43	CCN(C(=O)c1cc([N+](=O)[O-])ccc1NCc1cccnc1)c1ccccc1	1%	-1%	1.3%
44	CCOc1ccc(N=C2NC(=O)S/C2=C\c2ccc(Cl)cc2)cc1	11%	-7%	0.4%
45	Cc1ccccc1OCC(=O)NNC(=O)C1CCN(c2ncnc3sc(C)c(C)c23)CC1	-3%	49%	9.2%
46	Cc1ccc(C2=NS(=O)(=O)N(C)C(C(=O)NCc3ccc(F)cc3)=C2)cc1	-6%	-2%	0.9%
47	C=C(C)c1cccc(C(C)(C)NC(=O)Nc2cc(C)ccc2OC)c1	11%	7%	i
48	Cc1nn(C)c(Cl)c1C(=O)NCC(=O)Nc1ccc(C(C)C)cc1	12%	-2%	0.8%

nr	influenza NS1A	M. tuberculosis
37	-2%	10%
38	0%	.
39	1%	.
40	11%	44%
41	1%	-7%
42	-6%	-30%
43	-7%	5%
44	-7%	-5%
45	-6%	-24%
46	2%	8%
47	-6%	4%
48	-3%	5%

Next section:
nr	Structure	Salmonella PhoP GFP	H37Rv inhibition	VEEV TC-83 Vero
49	O=C(N/N=C/c1ccco1)c1ccc(NC(=O)c2ccc(Cl)cc2)cc1	2%	-5%	i
50	COc1ccc(C(=O)N2CCN(Cc3cc(OC)c(O)c(OC)c3)CC2)cc1OC	6%	-3%	i
51	O=C(c1cccc(S(=O)(=O)N2CCCC2)c1)c1cccc(S(=O)(=O)N2CCCC2)c1	-2%	-2%	2.7%
52	CCC(C)c1ccc(NC(=O)C2=CC=CN3CCS(=O)(=O)N=C23)cc1 (stereo not given)	.	-10%	4.6%
53	CC(=O)NC1=C(N2CC2C)C(=O)C(NC(C)=O)=C(N2CC2C)C1=O (stereo not given)	.	.	8.0%
54	COCCNC(=O)C1CC(c2ccc(C(F)(F)F)cc2)=NO1 (stereo not given)	4%	3%	0.2%
55	CCOc1ccc2nc(SCC(=O)Nc3ncccn3)[nH]c2c1	9%	7%	2.0%
56	O=C(NCCN1CCOCC1)C1CCC(=O)N1C1CCCCC1 (stereo not given)	4%	1%	i
57	CCC(C)c1ccc(O)c(NC(=O)c2cncc(Br)c2)c1 (stereo not given)	0%	-2%	2.7%
58	CCC(=O)NC(c1ccco1)c1cc(Cl)c2cccnc2c1OC (stereo not given)	.	-10%	0.2%
59	COc1ccc(N2CCN(CC(O)c3c[nH]c4ccc(OC)cc34)CC2C)cc1 (stereo not given)	10%	-4%	1.2%
60	CC1CN(c2ccc([N+](=O)[O-])cn2)CC(C)O1 (stereo not given)	4%	-22%	i

nr	influenza NS1A	M. tuberculosis
49	4%	-11%
50	2%	-3%
51	9%	-8%
52	2%	14%
53	-26%	.
54	5%	13%
55	-3%	12%
56	-8%	-9%
57	7%	34%
58	-16%	-21%
59	18%	21%
60	1%	-8%

Pulled one by one from the entries so far, 6 records:
nr	Structure	Salmonella PhoP GFP	H37Rv inhibition	VEEV TC-83 Vero
54	COCCNC(=O)C1CC(c2ccc(C(F)(F)F)cc2)=NO1 (stereo not given)	4%	3%	0.2%
49	O=C(N/N=C/c1ccco1)c1ccc(NC(=O)c2ccc(Cl)cc2)cc1	2%	-5%	i
50	COc1ccc(C(=O)N2CCN(Cc3cc(OC)c(O)c(OC)c3)CC2)cc1OC	6%	-3%	i
59	COc1ccc(N2CCN(CC(O)c3c[nH]c4ccc(OC)cc34)CC2C)cc1 (stereo not given)	10%	-4%	1.2%
53	CC(=O)NC1=C(N2CC2C)C(=O)C(NC(C)=O)=C(N2CC2C)C1=O (stereo not given)	.	.	8.0%
55	CCOc1ccc2nc(SCC(=O)Nc3ncccn3)[nH]c2c1	9%	7%	2.0%

nr	influenza NS1A	M. tuberculosis
54	5%	13%
49	4%	-11%
50	2%	-3%
59	18%	21%
53	-26%	.
55	-3%	12%

The list continues:
nr	Structure	Salmonella PhoP GFP	H37Rv inhibition	VEEV TC-83 Vero
61	N#Cc1c(NC(=O)CSc2n[nH]c(N)n2)oc(-c2ccccc2)c1-c1ccccc1	-5%	10%	3.5%
62	COc1ccc(C2C(C#N)=C(N)Oc3cc(C)[nH]c(=O)c32)cc1OC (stereo not given)	7%	7%	0.7%
63	O=C(CSc1nnc(Cc2ccccc2)o1)c1ccc(F)cc1	-3%	?	i
64	CC(NC(=O)c1ccccc1)C(=O)OCC(=O)c1c(N)n(C)c(=O)n(C)c1=O (stereo not given)	.	-9%	0.7%
65	CCc1nnc(NC(=O)c2cccc(S(=O)(=O)N(C)c3ccccc3)c2)s1	1%	1%	8.0%
66	COc1c(Cl)cccc1-c1cn2ccc(C)cc2n1	-1%	-5%	1.0%
67	O=C(Cc1ccccc1)c1ccc(O)cc1O	.	.	2.2%
68	COc1ccc(OC)c(/C=N\NC(=O)c2ccc(=O)n(C)c2)c1	-4%	1%	0.5%
69	Cc1ccccc1C(=O)Nc1ccccc1-n1cccc1	4%	54%	1.0%
70	Cc1ccc(C)c(OCC(=O)NCC(C)(C)N2CCOCC2)c1	.	-1%	0.9%
71	Cc1ccc2c(CN3CC=C(c4ccccc4)CC3)cc(=O)oc2c1C	11%	-7%	0.3%
72	Cc1cc(C)nc(SCC(=O)c2ccc(O)cc2O)n1	-10%	-9%	2.3%

nr	influenza NS1A	M. tuberculosis
61	-5%	6%
62	-36%	-9%
63	-4%	?
64	-10%	-1%
65	10%	9%
66	1%	17%
67	5%	.
68	0%	14%
69	1%	7%
70	13%	4%
71	-5%	22%
72	-1%	7%

Full records from above. Order of screens: Salmonella PhoP GFP | H37Rv inhibition | VEEV TC-83 Vero | influenza NS1A | M. tuberculosis
Cc1ccc2c(CN3CC=C(c4ccccc4)CC3)cc(=O)oc2c1C as listed: 11% | -7% | 0.3% | -5% | 22%
O=C(Cc1ccccc1)c1ccc(O)cc1O as listed: . | . | 2.2% | 5% | .
Cc1ccc(C)c(OCC(=O)NCC(C)(C)N2CCOCC2)c1 as listed: . | -1% | 0.9% | 13% | 4%
COc1ccc(C2C(C#N)=C(N)Oc3cc(C)[nH]c(=O)c32)cc1OC (stereo not given) as listed: 7% | 7% | 0.7% | -36% | -9%

Further compounds.
nr	Structure	Salmonella PhoP GFP	H37Rv inhibition	VEEV TC-83 Vero
73	CC1Cc2ccccc2N1S(=O)(=O)c1cccc(C(=O)NCc2ccco2)c1 (stereo not given)	.	7%	i
74	CCN(CC)CCCNC(=O)c1ccc(CS(=O)(=O)c2ccccc2OC)o1	-6%	1%	0.9%
75	O=C(Oc1ccc2ccc(=O)oc2c1)N1CCOCC1	4%	3%	6.2%
76	C(=N\N(c1ccccc1)c1ccccc1)/c1ccccn1	1%	3%	1.7%

nr	influenza NS1A	M. tuberculosis
73	-6%	17%
74	26%	-3%
75	5%	4%
76	7%	8%
